# All columns: NCI-60 one-dose screen, growth in % after 48 h at 10 µM unless noted; 100 = growth as untreated, 0 = no growth, -100 = all killed.
# U251 – U251 CNS tumor cells. 5.4% of 80,000 active
# SF-295 – SF-295 CNS cancer cells | 5.6% of 79,000 active
# SK-OV-3 – SK-OV-3 ovarian cancer cells; AID 1794785; 3.2% of 80,000 active
# OVCAR-4 – OVCAR-4 ovarian cancer cells. 3.7% of 80,000 active. AID 1794784
# OVCAR-8 – OVCAR-8 ovarian cancer; 4.4% of 81,000 active; AID 1794782
# PC-3 – PC-3 prostate cancer cells; 3.9% of 80,000 active; AID 1794754
# OVCAR-5 – OVCAR-5 ovarian cancer; 2.9% of 82,000 active
# DU-145 – DU-145 prostate cancer | 4.2% of 81,000 active | AID 1794760
# OVCAR-3 – OVCAR-3 ovarian cancer | 7% of 79,000 active
# * hit, by the source's call; . = not tested or not shown; & = joins results of further samples; ! = not confirmed by another sample. How the source made its calls: active means growth percent below 10; inactive means the rest. Compounds were not picked by outcome; about 11% have a hit in one of these screens.
SMILES,U251,SF-295,SK-OV-3,OVCAR-4,OVCAR-8,PC-3,OVCAR-5,DU-145,OVCAR-3
O=C(N/N=C/c1ccc(-c2ccc(O)cc2)s1)c1[nH]c2ccc(Br)cc2c1-c1ccccc1,26,0.1*,32,20,25,7.5*,19,30,21
N#Cc1c(NC(=O)c2ccccc2)n[nH]c1N,95,98,95,99,95,96,94,109,97
CC1(C)CC[C@]2(c3nnc(-c4ccncc4)o3)CC[C@]3(C)C(=CC[C@@H]4[C@@]5(C)CCC(=O)C(C)(C)[C@@H]5CC[C@]43C)[C@@H]2C1,77,80,104,89,81,47,100,91,81
CS(=O)(=O)c1ccc(Nc2nc(N[C@H]3CCCC[C@@H]3N)nc3cc[nH]c(=O)c23)cc1,50,106,70,98,91,87,90,93,87
Oc1cccc2ccc(N/N=C/c3cc(CN4CCCCC4)c(O)c4ncccc34)nc12,-1.4*,-5.4*,-31*,8.1*,8.3*,5.8*,36,24,7.6*
CCc1cc(C)cc(C(C)(C)C)c1,101,108,105,.,105,97,105,116,109
O=C1c2cccc3cccc(c23)C(=O)N1CCCCCN1CCN(CCCCCOc2ccc(-c3nc4ccc(N5CCOCC5)cc4[nH]3)cc2)CC1,100,16,135,83,11,.,158,97,105
O=C(O)COc1cccc(C(=O)/C=C/c2ccc(F)cc2)c1,102,104,119,102,97,103,116,102,107
O=C(NCCNc1nccc(-c2c(-c3cccc(O)c3)nc3sccn23)n1)Nc1cc(C(F)(F)F)cc(C(F)(F)F)c1,77,67,89,121,53,51,97,97,82
Nc1cccc(S(N)(=O)=O)c1,104,131,112,105,102,92,97,121,118
CCCCCc1cc[n+](CC(=O)c2cccs2)cc1,102,105,85,116,103,89,100,108,112
CC(=O)NS(=O)(=O)c1ccc(NC(=O)CSC2=NC(c3ccc(Cl)cc3)C(C(C)=O)=C(C)N2)cc1 (stereo not given),101,92,126,102,100,110,101,101,109
NC(N)=N/C(N)=N/NC(=O)c1ccncc1,100,99,119,102,98,99,104,110,111
CCCCCCCCCCCCC1CCC/C=C\CCC(=O)O1 (stereo not given),110,103,95,109,100,87,102,115,102
O=C(CC1C=CCC1)Nc1ccccc1 (stereo not given),99,154,102,116,105,106,108,113,116

# Compound profiles, from the list above. Order of screens: U251	SF-295	SK-OV-3	OVCAR-4	OVCAR-8	PC-3	OVCAR-5	DU-145	OVCAR-3
# CC1(C)CC[C@]2(c3nnc(-c4ccncc4)o3)CC[C@]3(C)C(=CC[C@@H]4[C@@]5(C)CCC(=O)C(C)(C)[C@@H]5CC[C@]43C)[C@@H]2C1 reads 77	80	104	89	81	47	100	91	81
# CCc1cc(C)cc(C(C)(C)C)c1 reads 101	108	105	.	105	97	105	116	109

# (continued)
SMILES,U251,SF-295,SK-OV-3,OVCAR-4,OVCAR-8,PC-3,OVCAR-5,DU-145,OVCAR-3
COc1cc(OC)c(/C=C/C(=O)/C=C(/C=C/c2c(OC)cc(OC)cc2OC)OB(F)F)c(OC)c1,99,103,87,110,100,96,114,104,101
O=C(C[n+]1cc(Br)cc2ccccc21)c1ccc(O)c(O)c1,112,125,.,111,101,93,100,118,112
COc1ccc(-c2nc3ccc(-c4nnc(SCC(=O)Nc5ccccc5)o4)cc3[nH]2)cc1,108,105,111,107,102,102,113,112,119
CS(=O)(=O)Nc1cc(-c2ccc3ncnc(Nc4ccc(F)c(Cl)c4)c3c2)ccc1Cl,42,16,18,53,52,37,54,40,36
COc1ccc(NC(=O)NS(=O)(=O)c2ccc(N3N=C(c4cc5ccccc5oc4=O)CC3c3ccc(OC)c(OC)c3)cc2)cc1 (stereo not given),92,84,.,92,95,98,102,111,102
COC(=O)C(Br)C(OC(C)=O)c1ccc(OC)c(OC)c1 (stereo not given),105,104,102,97,104,91,100,99,106
COc1ccc(C(=O)CC23C(=O)NC(=O)C2C(=O)NC3=O)cc1OC (stereo not given),103,101,102,108,114,106,100,123,109
CC(=O)c1ccc(NC(=O)CSc2nnc(-c3ccc4nc(-c5ccc(Cl)cc5)[nH]c4c3)o2)cc1,18,102,106,106,82,101,98,105,127
COc1ccc(-c2ccc(-c3ccc(C(=N)N)nc3)s2)cc1,-52*,-81*,89,-80*,-17*,-37*,-73*,-92*,-87*
Cc1ccc2[nH]c(=S)[nH]c(=O)c2c1,95,104,105,102,104,102,107,109,105
CC(=O)Nc1ccc2cc3ccc(NC(C)=O)cc3nc2c1,72&74,58&72,-13*!,98&87,86&89,42&75,63&89,38&64,99&86
COc1cccc(NC(=O)c2cccc(-c3cc(=O)c4c(O)c(OC)c(OC)cc4o3)c2)c1,76,82,84,52,38,61,91,81,89
O=C(O)/C(=C\c1cccc([N+](=O)[O-])c1)c1ccccc1,99,110,106,108,103,107,105,117,106
Cc1c(-c2nc3ccc(F)cc3c(=O)[nH]2)c2ccccc2n1C,28,15,43,59,47,47,79,54,10
CCCCCCCCCCCCCCNC1=C(Br)C(=O)c2c(C(=O)OC)c(C)nc(C)c2C1=O,74,83,95,60,66,63,77,74,59

# Taken from above:
# For OVCAR-5, `O=C(C[n+]1cc(Br)cc2ccccc21)c1ccc(O)c(O)c1` is entered as 100
# For OVCAR-4, `Cc1ccc2[nH]c(=S)[nH]c(=O)c2c1` is entered as 102
# For OVCAR-3, `COc1cccc(NC(=O)c2cccc(-c3cc(=O)c4c(O)c(OC)c(OC)cc4o3)c2)c1` is entered as 89
# For U251, `CC(=O)Nc1ccc2cc3ccc(NC(C)=O)cc3nc2c1` is entered as 72&74
# For OVCAR-4, `Cc1c(-c2nc3ccc(F)cc3c(=O)[nH]2)c2ccccc2n1C` is entered as 59
# For OVCAR-4, `CC(=O)c1ccc(NC(=O)CSc2nnc(-c3ccc4nc(-c5ccc(Cl)cc5)[nH]c4c3)o2)cc1` is entered as 106

# (next part)
SMILES,U251,SF-295,SK-OV-3,OVCAR-4,OVCAR-8,PC-3,OVCAR-5,DU-145,OVCAR-3
COc1cccc(-c2nc(Nc3cccc(S(N)(=O)=O)c3)c3ccccc3n2)c1,89,74,124,67,73,85,111,92,88
CC(=O)Nc1cccc(-c2[nH]c3ccccc3c2/C=N/NC(=O)c2cccnc2)c1,99,102,100,95,94,90,116,101,105
O=C1c2cccc(Sc3ccccc3)c2C(=O)c2c(Sc3ccccc3)cccc21,103,103,98,94,110,.,104,118,94
O=C(CN1CCCCC1)Nc1ccc2oc(=O)ccc2c1,102,106,109,120,98,87,122,113,111
Cc1ccc(-c2csc(-n3[nH]c(=O)ccc3=O)n2)cc1,98,99,102,95,99,90,115,97,100
CCOC(=O)[C@H](Cc1ccccc1)Nc1nc(N)nc(N(C)Cc2ccccc2)c1C=O,104,103,103,100,97,83,105,112,103
C=CCOC(=O)[C@@H]1CCCN1CC=C,100,105,111,108,103,100,104,105,110
COc1cccc2cc(-c3cc4ccccc4[nH]3)/c(=N/C(=O)Nc3ccc(Cl)cc3)oc12,97,100,74,107,97,93,100,104,104
CC(C)c1ccc(NC(=O)Nc2ccc(NC(=O)CCCC(=O)Nc3ccccn3)cc2)cc1,44,57,53,41,55,51,99,75,24
Cc1ccc2nc(NC(=O)CSc3nc(-c4ccccc4)c(C#N)c(C(C#N)C#N)n3)sc2c1,102,99,87,107,99,89,102,109,108
Cc1cccc2c1C[C@@]1(C2=O)C(c2ccccc2)=NOS1=O (stereo not given in full),97,102,96,87,93,83,109,102,96
CC/C(=C(/c1ccc(Cl)cc1)c1ccc(OCCN)cc1)c1ccccc1,93,107,119,99,100,103,119,83,.
COc1ccccc1NC(=O)c1nc(-c2cc(OC)c(OC)c(OC)c2)n(-c2ccc(F)c(F)c2)n1,83,86,76,74,86,62,99,100,100
O=C1NC(=S)NC1(c1ccccc1)c1ccccc1,87,88,100,.,103,.,97,116,105
CCOC(=O)CCCN1C/C(=C\c2ccc(C)cc2)C(=O)c2ccccc21,103,103,85,107,103,99,89,119,122
Cc1cc2nc(C(Cl)Cl)nc(-c3ccco3)n2n1,54,20,93,80,81,73,76,-12*,22
COC(=O)c1nc(N)nc(C(=O)OC)c1C(=O)C(C)(C)C,108,97,110,108,106,101,103,110,78
Cc1c(C(=O)NNC(=O)Nc2ccc(Cl)cc2)nnn1-c1ccc(F)cc1,101,94,81,93,101,97,99,104,106
CSc1nnc2c3cc(Br)cc(Br)c3n(C)c2n1,96,98,109,75,94,76,112,111,96
CS(=O)(=O)c1ccc(C(=O)O)cc1,99,100,103,114,101,94,104,112,111
CC1=C(C)C(=O)C(Nc2cccc(C)c2)=C(Br)C1=O,101,100,86,69,96,79,128,104,110
Cn1cc(CC(N)C(=O)O)c2ccccc21 (stereo not given),95,109,99,97,93,88,95,117,104
O=C(Cc1ccccn1)c1ccncc1,108,130,101,110,97,109,108,107,117
Cc1nn(-c2ccc(Cl)cc2)c2ncnc(N/N=C/c3ccccc3O)c12,12&13,10&24,4.4*!,22&19,14&14,28&42,53&48,21&19,27&35
CCC(c1ccc(OC)cc1)C(CC)c1ccc(OCC[N+](C)(C)C)cc1 (stereo not given),19,79,88,63,51,45,91,92,35
COC(=O)C1CCc2c(ccc3c2CCCC3)C1=O (stereo not given),98,105,101,114,103,92,102,114,117
CC/C(=C(/c1ccc(OCCN(C)C)cc1)c1ccc(OC(=O)CCCCCCCCC(=O)c2c(C)[nH]c(/C=C3\N=C(c4ccc[nH]4)C=C3OC)c2C)cc1)c1ccccc1,44,89,81,62,87,43,103,68,90
CCc1c2c(nc3ccc(OCc4ccc(B(O)O)cc4)cc13)-c1cc3c(c(=O)n1C2)COC(=O)[C@]3(O)CC,-12*,1.5*,-4.9*,24,6.9*,24,12,9.3*,6.8*
CCCCCCCCCCCCCCC(=O)N[C@@H](CCC(=O)N[C@@H](CSc1ccc([N+](=O)[O-])cc1[N+](=O)[O-])C(=O)NCC(=O)OCC)C(=O)Oc1ccccc1C1CC(=O)c2ccccc2O1 (stereo not given in full),100,99,84,99,102,100,89,107,109
c1cn2cc(-c3ccsc3)nc(-c3ccc4c(c3)ncn4C3CCCCC3)c2n1,94,106,117,109,88,80,111,99,108
COc1cc(CNC(=O)CCCC/C=C/C(C)C)ccc1OCc1cn(-c2ccc(C)cc2)nn1,82,99,94,89,77,84,108,97,92
O=C1CN(Cc2ccncc2)C(=O)[C@H](Cc2ccc(O)cc2)N1,91,98,104,97,95,91,104,109,105
CC(C)NS(=O)(=O)c1ccc(NCc2ccccc2F)c([N+](=O)[O-])c1,90,90,105,86,102,75,97,106,105
COc1cc2c(cc1OCCCN1CCN(c3ncnc4ccccc34)CC1)N=CC1CCCN1C2=O (stereo not given),1.3*,-21*,20,4.9*,-55*,-53*,18,.,-35*
O=C(Nc1nc(-c2c[nH]c3ccccc23)cs1)c1n[nH]c(=O)c2ccccc12,36,60,82,76,54,55,83,42,69
CCCCCCOc1cccc(/C=C2\N=C3SCCCN3C2=O)c1,94,95,112,88,96,77,101,100,92
CCc1cccc2c1S/C(=C/c1ccc(Cl)cc1)C2=O,99,97,86,93,101,89,100,107,104
O=C(CSc1nnc(COc2cnc3ccccc3n2)o1)Nc1ccc(Cl)cc1,92,98,112,100,99,91,95,113,111
CSc1ccc2c(c1)N(C(=O)/C(C#N)=C/c1c[nH]c3ccccc13)c1ccccc1S2,42,15,.,59,52,29,63,51,37
NCCCCCCCCCCN,.,.,96,90,100,97,104,104,110
COc1ccc(Nc2nn3c(C)cc(C)nc3c2C(=O)Nc2ccccc2)c(OC)c1,96,95,91,80,101,90,96,105,109
COc1cc(/C=N/NC(=O)CSc2nc3sc4c(c3c(=O)n2-c2ccc(Cl)cc2)CCCC4)ccc1OCc1ccccc1,81,97,123,105,90,100,110,104,134
COc1ccc(-c2nocc2-c2cc(OC)c(OC)c(OC)c2)cc1,19,-4.6*,23,46,28,29,51,15,-11*
CN1C(=O)C(C2=NNC(c3ccccc3C(=O)O)C2)C(=O)N(C)C1=O (stereo not given),98,101,91,99,103,96,95,113,110
COc1cc(-c2cn(-c3ccc(Cl)cc3)c(=O)n2C(C)=O)cc(OC)c1OC,92,73,98,86,90,99,86,111,125

# At a glance, part of the list above:
SMILES,U251,SF-295,SK-OV-3,OVCAR-4,OVCAR-8,PC-3,OVCAR-5,DU-145,OVCAR-3
O=C(N/N=C/c1ccc(-c2ccc(O)cc2)s1)c1[nH]c2ccc(Br)cc2c1-c1ccccc1,26,0.1*,32,20,25,7.5*,19,30,21
N#Cc1c(NC(=O)c2ccccc2)n[nH]c1N,95,98,95,99,95,96,94,109,97
CC1(C)CC[C@]2(c3nnc(-c4ccncc4)o3)CC[C@]3(C)C(=CC[C@@H]4[C@@]5(C)CCC(=O)C(C)(C)[C@@H]5CC[C@]43C)[C@@H]2C1,77,80,104,89,81,47,100,91,81

# More compounds.
SMILES,U251,SF-295,SK-OV-3,OVCAR-4,OVCAR-8,PC-3,OVCAR-5,DU-145,OVCAR-3
COc1ccc(C(=O)/C=C/c2ccc(Oc3nc(NCCO)nc(N4CCOCC4)n3)c(OC)c2)cc1,43,104,108,82,70,80,100,95,101
C[C@]12CCc3nc(Nc4cccc(O)c4)sc3C1=CC[C@@H]1[C@@H]2CC[C@]2(C)/C(=N\NC(N)=S)CC[C@@H]12,12,-34*,30,39,31,20,59,8.5*,-54*
O=C(Nc1cccc(Cl)c1)c1cc(Cl)ccc1O,16,-60*,.,27,9.5*,-4.5*,12,24,14
C=C1[C@H](OC(=O)C(C)C)[C@@H](OC(C)=O)[C@@H](OC(=O)c2cccnc2)C(C)(C)/C=C/[C@@H](C)C(=O)[C@@]2(O)C[C@H](C)[C@H](OC(=O)C(C)C)[C@@H]2[C@H]1OC(C)=O,94,88,104,108,97,90,100,98,103
CCC1NC(=O)c2cc(S(N)(=O)=O)c(Cl)cc2N1 (stereo not given),96,93,118,130,100,94,105,124,126
Nc1nc(=O)[nH]c2ccc(S(=O)(=O)c3ccc(Cl)cc3)cc12,.,95,95,98,.,89,101,114,103
O=C1OC(=O)C2C3CC(c4ccccc43)C12 (stereo not given),97,101,96,112,92,92,86,145,125
CC(=O)C1=C(C)NC(SCC(=O)Nc2ccc(S(=O)(=O)Nc3cc(C)on3)cc2)=NC1c1ccccc1 (stereo not given),103,106,101,100,107,109,109,109,107
